# Screening data: PubChem BioAssay, National Center for Advancing Translational Sciences (NCATS)
# TDP-43 yeast inh: rescues yeast growth from TDP-43 toxicity | TDP-43 expressing yeast growth rescue, BacTiter-Glo, 24 h | Potency, µM (top dose mostly 46.1 µM), for the others: at the top dose growth rescue (activation), usual class: activators | 410,000 tested, 1.8% active | AID 652104; note: potency is the fitted concentration of half-maximal effect; % of control where 0% means no effect; nearly all actives have a fitted effect of over 50% in size
#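 Readout is BacTiter-Glo luminescence of cell growth, so inhibitors register as activators. TDP-43-expressing yeast at OD600=0.02 in galactose medium, after raffinose pregrowth to mid-log, were incubated with compound for 24 hr at 30 deg C.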
# FUS suppressor: FUS proteinopathy suppression in yeast; 390,000 tested, 0.24% active; S. cerevisiae FUS-expressing, growth rescue, OD600, 24 h; AID 1347120; Potency, µM (doses to about 76.6 µM), without a hit: at the top dose growth rescue (activation), usual class: activators;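 note: potency is the fitted concentration of half-maximal effect; plate controls were DMSO vehicle for no effect and reference control for full effect; nearly all actives have a fitted effect of over 55% in size; some results filed as inactive show a strong effect at the top dose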
#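 Yeast expressing FUS under galactose induction, OD 0.005 in 2% galactose medium; compounds in a dilution series, 24 h at 30C. Growth rescue by absorbance at 600 nm; CP55940 positive control, DMSO negative.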
# GLP1R ag: GLP-1 receptor (human) agonism; P43220; HEK293 GLP-1R CRE-luciferase, luminescence, 4-6 h; cells express a hypersensitive GLP-1R form; Potency, µM (titrated, usually from 45.6 µM), without a hit: top-dose activation, most hits filed as activators; 380,000 tested, 0.007% active; AID 624172; note: potency is the fitted concentration of half-maximal effect; % of control where 0% means no effect
# PTHR1 agonist: PTHR1 (human) receptor agonism | HEK293 GP2 PTHR1 cells, GloSensor cAMP luminescence, 1 h | Q03431 | 410,000 tested, 0.075% active | Potency, µM (doses to about 115 µM), without a hit: at the highest dose activation, most hits filed as activators | AID 743266; note: potency is the fitted concentration of half-maximal effect; nearly all actives have a fitted effect of over 55% in size; some results filed as inactive show a strong effect at the top dose; inactives centre near -15; many of its hits are not listed in these tables
# Target sequence (Q03431 whole entry, looked up): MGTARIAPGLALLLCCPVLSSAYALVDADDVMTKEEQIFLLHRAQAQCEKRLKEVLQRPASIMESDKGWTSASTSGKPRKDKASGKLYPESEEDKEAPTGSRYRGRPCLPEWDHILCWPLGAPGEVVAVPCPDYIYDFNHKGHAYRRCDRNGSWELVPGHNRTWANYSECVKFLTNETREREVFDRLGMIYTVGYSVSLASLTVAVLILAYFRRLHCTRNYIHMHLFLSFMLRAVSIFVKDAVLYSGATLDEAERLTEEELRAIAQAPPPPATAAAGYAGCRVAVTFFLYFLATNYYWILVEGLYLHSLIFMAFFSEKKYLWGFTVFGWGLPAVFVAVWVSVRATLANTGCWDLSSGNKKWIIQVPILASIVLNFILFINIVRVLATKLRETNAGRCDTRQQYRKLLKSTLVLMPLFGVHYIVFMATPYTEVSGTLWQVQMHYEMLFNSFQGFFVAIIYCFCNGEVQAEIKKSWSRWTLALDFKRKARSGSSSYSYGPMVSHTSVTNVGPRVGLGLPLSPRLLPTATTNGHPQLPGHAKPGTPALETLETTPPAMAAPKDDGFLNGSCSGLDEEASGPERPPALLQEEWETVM
#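 HEK-293-derived GP2 cells expressing PTHR1 and a GloSensor cAMP reporter, 3,000/well, plated overnight, given luciferin plus IBMX (each 0.5 mM as added) for 1 h at 37 °C, then compound for 1 h at 37 °C. Luminescence was read after 15 min at room temperature.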
# pAkt inh: blocks phosphorylation of Akt; Neuro2A IGF-stimulated pAkt S473 HTRF, 20 min; hits give low values; activity change, % for hits at 50 µM; 360,000 tested, 0.32% active; in the data active = activity change below about -80%; inconclusive = mostly about -51% to -80%; note: % is set by controls: 0 for no effect and ±100 for the full control effect
#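 Neuro2A cells in DMEM with 0.5% FBS, overnight at 37 deg C, given compound at single 50 µM final, then IGF (6 nM final) for 20 min at 37 deg C. Lysed; phospho-Akt Ser473 by HTRF after 24 h, 665/615 ratio.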
# aSyn rescue: alpha-synuclein toxicity inhibition in yeast | Potency, µM (top dose mostly 46.1 µM), for inactives: top-dose growth rescue (activation), actives largely listed as activators | Yeast expressing alpha-synuclein, growth rescue, BacTiter-Glo, 24 h | 370,000 tested, 0.14% active; note: potency is the fitted concentration of half-maximal effect; % of control where 0% means no effect; nearly all actives have a fitted effect of over 65% in size
#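 Rescue of yeast growth: cells expressing toxic alpha-synuclein, induced in galactose at OD600 0.02, incubated with compound 24 h at 30 C. ATP luminescence quantified growth; inhibitors of toxicity appear as activators.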
# D3 antag: blocks the human D3 dopamine receptor; P35462; AID 652054; 360,000 tested, 2.5% active; D3R cells, DiscoveRx beta-arrestin luminescence, antagonist mode; hits give low values; max response, negative = inhibition, %; in the data active = max response below about -50%; inconclusive = no clear call, values can overlap the other calls; note: % is set by controls: 0 for no effect and ±100 for the full control effect; mostly tested at two doses, the higher about 12 µM
# Target sequence (P35462 whole entry, looked up): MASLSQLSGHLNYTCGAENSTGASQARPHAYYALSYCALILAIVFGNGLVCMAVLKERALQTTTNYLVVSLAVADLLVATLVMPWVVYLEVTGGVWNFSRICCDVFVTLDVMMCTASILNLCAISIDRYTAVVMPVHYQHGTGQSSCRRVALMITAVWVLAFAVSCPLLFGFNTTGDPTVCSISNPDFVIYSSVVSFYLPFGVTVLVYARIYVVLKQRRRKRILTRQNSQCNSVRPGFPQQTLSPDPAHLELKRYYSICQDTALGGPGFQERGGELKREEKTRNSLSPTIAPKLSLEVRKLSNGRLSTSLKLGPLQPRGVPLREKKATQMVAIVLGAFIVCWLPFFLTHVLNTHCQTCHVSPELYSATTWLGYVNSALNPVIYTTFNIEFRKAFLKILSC
#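 Cells plated overnight at 1500 cells/well, then exposed to library compounds with dopamine controls for 90 minutes at 37 degrees C. DiscoveRx reagent added for 30–60 minutes at room temperature; luminescence read, quantitative HTS format.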
# GLP-1R inv ag: acts as inverse agonist at human GLP-1 receptor; 410,000 tested, 1.6% active; Potency, µM (series often up to 38.3 µM), inactives show top-dose activity change, negative = inhibition, usual class: inhibitors; HEK293 GLP-1R CRE-luciferase, luminescence, 24 h; GLP-1R form is constitutively active; P43220; note: potency is the fitted concentration of half-maximal effect; % is set by controls: 0 for no effect and ±100 for the full control effect; nearly all actives have a fitted effect of over 55% in size
#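 GLP-1R inverse agonism mode: basal reporter luminescence in engineered HEK293 cells measured after one day of compound exposure at 37 deg C, with a 12 min room-temperature detection step.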
# Abeta rescue: compounds reversing amyloid beta toxicity in yeast | yeast expressing A-beta42, growth rescue, OD600, 48 h; response scale: 0% DMSO, 100% iron-clioquinol control | Potency, µM (top dose mostly 46.1 µM), for inactives: at the highest dose growth rescue, hits mostly activators | 410,000 tested, 0.063% active | AID 1347071; note: potency is the fitted concentration of half-maximal effect; nearly all actives have a fitted effect of over 55% in size
#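 Growth rescue measured by 600 nm absorbance after 48 h yeast culture at 30 C with compound. Values normalized between DMSO and an equimolar ferric chloride plus clioquinol control.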
# * hit, by the source's call; i = inactive; ? = inconclusive; . = not tested or not shown; & = joins results of further samples; [ ] = dose if it differs, or a comment. Unless noted, calls come from the whole dose curve; as a rule, active = well fitted curve in the direction sought with a large enough effect; inconclusive = small, poorly fitted or top-dose-only effect, or another doubt; inactive = no such curve, though single readings can be large; an effect the other way counts as inactive or inconclusive.
1. Cc1cc(C)c2c(CN3CCN(CCO)CC3)cc(=O)oc2c1
2. COc1ccc(OC2CCN(S(=O)(=O)c3cccc(F)c3)CC2)cc1
3. Cc1ccc(N/C=C/C(=O)c2ccccc2)cc1C
4. COc1ccc(CC(=O)N(C)Cc2ccc(C(C)(C)C)cc2)cc1S(=O)(=O)N1CCOCC1
5. NC(=O)N1CCN(C(=O)c2ccco2)CC1
6. Cc1nc2nncn2c(Nc2ccccc2)c1C
7. Cc1ccc(Cc2cnc(NC(=O)c3ccco3)s2)cc1
8. Cc1ccc(NS(=O)(=O)c2cc(C(=O)N3CCOCC3)ccc2C)cc1C

Compound,1,2,3,4,5,6,7,8
TDP-43 yeast inh,-8%,?,2%,10%,-12%,11%,1%,13%
FUS suppressor,1%,22%&30%,.,.,-20%,-1%,2%,5%
GLP1R ag,-9%,9%,-18%,8%,-19%,.,-4%,7%
PTHR1 agonist,i,-91%&-5%[inhibitor],-40%[inhibitor],-32%[inhibitor],-1%[57.5 µM],-18%,-18%[57.5 µM],i
pAkt inh,i,i,i,i,i,.,i,i
aSyn rescue,-1%,1%,2%,10%,0%,.,-26%,3%
D3 antag,0,-10,3,33,19,.,-21,10
GLP-1R inv ag,?,?,-27%,?,5%,27%,?,0%
Abeta rescue,2%,3%&-13%,14%,-1%,12%,-14%,0%,1%

9. COCCNC(=O)c1c(CSc2ccc(Cl)cc2)noc1C(=O)NCc1ccccc1
10. Fc1cccc(/C=N/Nc2ncnc3nc[nH]c23)c1
11. CCc1cccc(NC(=O)CSc2ncccc2C(=O)Oc2ccccc2Cl)c1
12. Cc1ccc2cc(C#N)c(N3CCCN(C(=O)c4cnccn4)CC3)nc2c1
13. Clc1ccccc1-c1nn2c(COc3ccccc3)nnc2s1
14. COC(=O)c1ccc(S(=O)(=O)N(CCO)Cc2ccccc2)n1C
15. Cn1cc(CNC(=O)C2CCC(=O)N(Cc3ccccc3F)C2)cn1 (stereo unspecified)
16. c1ccc(CNc2nc(-c3ccccc3)nc3ccccc23)cc1

Compound,9,10,11,12,13,14,15,16
TDP-43 yeast inh,7%,23%,9%,-13%,27%,-4%,1%,22%
FUS suppressor,-23%,-27%,10%,8%,41%,3%,.,7%
GLP1R ag,11%,-5%,.,9%,0%,9%,-5%,-2%
PTHR1 agonist,-14%,-19%,-18%,-18%,-8%[57.5 µM],i,-17%,-8%
pAkt inh,i,i,.,i,i,i,i,i
aSyn rescue,0%,5%,-8%,3%,3%,-1%,-4%,-18%
D3 antag,5,3,.,3,27,2,4,24
GLP-1R inv ag,5%,44%[activator],?,-1%,0%,5%,4%,?
Abeta rescue,2%,-3%,1%,-7%,-18%,6%,9%,7%

17. Cc1ccc(S(=O)(=O)N2CCN(C(=O)n3ccnc3)CC2)cc1
18. O=C(Nc1ncc([N+](=O)[O-])s1)c1cccs1
19. CC(=O)c1cnc2scnn2c1=O
20. O=C(O)c1ccc(NC(=O)C2CC=CCC2C(=O)O)cc1 (stereo unspecified)
21. COC(=O)c1ccsc1NC(=O)C1=COCCO1
22. CC(C)(C)NC(=O)COC(=O)c1ccccc1OCC(=O)Nc1ccc(Br)cc1
23. COc1cc(C(C)=O)ccc1OCC(O)CN1CCN(S(=O)(=O)c2ccccc2)CC1 (stereo unspecified)
24. c1ccc(COc2cccc(-c3cc4nc(NCCCn5ccnc5)ccn4n3)c2)cc1

Compound,17,18,19,20,21,22,23,24
TDP-43 yeast inh,8%,-94%&-75%[inhibitor],-6%,10%,?,-6%,11%,0%
FUS suppressor,-18%,-38%&-10%,-9%,-10%,-17%,10%,-23%,12%
GLP1R ag,-4%,-4%&-2%&-4%,16%,-3%,9%,20%,-4%,-9%
PTHR1 agonist,i,-94%&-60%[inhibitor],i,i,-23%,i,i,-9%
pAkt inh,i,i,i,i,i,i,i,i
aSyn rescue,3%,1%&-49%,-4%,0%,0%,-3%,1%,-35%[inhibitor]
D3 antag,4,-23&-13,8,52,55,9,-10,10
GLP-1R inv ag,-2%,?,18%,0%,70%[activator],-10%,13%,?
Abeta rescue,4%,-93%&-90%[inhibitor],-8%,7%,0%,-10%,11%,-9%

25. COc1ccc2[nH]cc(CCNC(=O)CC[C@H]3O[C@@H](n4cc(C)c(=O)[nH]c4=O)C[C@@H]3O)c2c1
26. COC(=O)c1ccc(COc2ccc(/C=N/NC(=O)C(=O)Nc3ccc(OC)cc3)cc2OC)o1
27. N#C/C(=C\c1ccncc1)c1nc2c(s1)CCCC2
28. CCCCNC(=O)C1(C)CCCCN1C(=O)c1ccno1 (stereo unspecified)
29. Cc1ccc(C)c(NC(=S)NCCN(C2CCCCC2)C2CCCC2)c1
30. CCN(CC)C(=O)C1CCC(CNS(=O)(=O)c2cccc3nsnc23)CC1 (stereo unspecified)
31. COc1ccc(CCNS(=O)(=O)c2ccc(-n3cnnn3)c(OC)c2)cc1OC
32. Cc1cc2nc(-c3ccc(SCC(=O)Nc4ccc(S(=O)(=O)NC5CC5)cc4)nc3)[nH]c2cc1C

Compound,25,26,27,28,29,30,31,32
TDP-43 yeast inh,17%,14%,16%,15%,-4%,-21%,-7%,-21%
FUS suppressor,-13%,0%,-36%,-28%,6%,8%,-5%,?
GLP1R ag,-2%,2%,-1%,-2%,9%,1%,7%,-18%
PTHR1 agonist,i,i,i,-3%,i,i,i,i
pAkt inh,i,i,i,i,i,i,i,i
aSyn rescue,-6%,-1%,4%,-3%,2%,-4%,-5%,-5%
D3 antag,-23,24,4,20,0,1,?,-1
GLP-1R inv ag,12%,8%,5%,27%,-6%,7%,4%,?
Abeta rescue,-6%,4%,10%,-13%,-2%,-14%,1%,-2%

# A second format for part of the listing above.
No. | SMILES | TDP-43 yeast inh | FUS suppressor | GLP1R ag | PTHR1 agonist | pAkt inh | aSyn rescue | D3 antag | GLP-1R inv ag | Abeta rescue
27 | N#C/C(=C\c1ccncc1)c1nc2c(s1)CCCC2 | 16% | -36% | -1% | i | i | 4% | 4 | 5% | 10%
28 | CCCCNC(=O)C1(C)CCCCN1C(=O)c1ccno1 (stereo unspecified) | 15% | -28% | -2% | -3% | i | -3% | 20 | 27% | -13%
29 | Cc1ccc(C)c(NC(=S)NCCN(C2CCCCC2)C2CCCC2)c1 | -4% | 6% | 9% | i | i | 2% | 0 | -6% | -2%
30 | CCN(CC)C(=O)C1CCC(CNS(=O)(=O)c2cccc3nsnc23)CC1 (stereo unspecified) | -21% | 8% | 1% | i | i | -4% | 1 | 7% | -14%

# Going on with the list.
33. Nc1ccc(N2CCN(C(=O)c3cccs3)CC2)cc1
34. CSc1nnc2c3cc(F)ccc3n(Cc3ccccc3)c2n1
35. C[C@@H](CO)NC(=O)c1[nH]cnc1C(=O)Nc1cccc(Cl)c1
36. COC(=O)C1=C(C)N(C)C(=S)NC1c1ccc(Cl)cc1 (stereo unspecified)
37. COc1ccccc1CNS(=O)(=O)c1cc(C(=O)Nc2cccc(C(F)(F)F)c2)ccc1F
38. Cc1cccc(N(CC(=O)NC2CC2)S(=O)(=O)c2ccc(Cl)cc2)c1
39. Cc1ccc(-n2nc(C)c(C(=O)Nc3cccc(C(=O)NC4CC4)c3)n2)c(C)c1
40. Cc1cc(NS(=O)(=O)c2ccc(NC(=O)c3ccccc3F)cc2)nc(C)n1

Compound,33,34,35,36,37,38,39,40
TDP-43 yeast inh,6%,-18%,6%,13%,7%,11%,13%,8%
FUS suppressor,-28%,-1%,-1%,-4%,?,-3%,26%,5%
GLP1R ag,-14%,-1%,5%,3%,.,-1%,13%,.
PTHR1 agonist,-21%[57.5 µM],i,i,-14%,-95%[inhibitor],i,-34%[inhibitor],-23%
pAkt inh,i,i,i,i,.,i,i,.
aSyn rescue,-2%,-2%,11%,4%,.,8%,-1%[1.84 µM],.
D3 antag,-8,11,-8,10,.,-19,2,.
GLP-1R inv ag,?,0%,21%,-12%,?,?,?,2%
Abeta rescue,-11%,-11%,-7%,1%,-6%,-11%,-8%,3%

41. COc1ccccc1OCC(=O)NCCSCc1cccc(Cl)c1
42. Cc1ccc(CNc2ncnc3c2c(-c2ccccc2)cn3-c2ccccc2)cc1
43. CC1CN(C(=O)N2CCC(C(=O)NCCC3=CCCCC3)CC2)c2ccccc2O1 (stereo unspecified)
44. COc1ccc2c(c1)c(=O)oc1c(C)c(OCc3cc(C(=O)O)oc3C)ccc12
45. Cc1cc(C)c(S(=O)(=O)N2CCN(C(=O)C3COc4ccccc4O3)CC2)c(C)c1 (stereo unspecified)

Compound,41,42,43,44,45
TDP-43 yeast inh,25%,22%,0%,-11%,?
FUS suppressor,.,36%,-18%,36%,12%
GLP1R ag,-1%,.,.,7%,8%
PTHR1 agonist,i,i,?,i,-17%
pAkt inh,i,.,.,i,i
aSyn rescue,21%,.,.,-2%,15%
D3 antag,-19,.,.,-5,19
GLP-1R inv ag,-27%,?,13%,78%[activator],10µM*
Abeta rescue,-11%,-17%,-13%,11%,4%

# Three entries already listed, arranged by their value in FUS suppressor, ascending.
nr	SMILES	FUS suppressor
40	Cc1cc(NS(=O)(=O)c2ccc(NC(=O)c3ccccc3F)cc2)nc(C)n1	5%
24	c1ccc(COc2cccc(-c3cc4nc(NCCCn5ccnc5)ccn4n3)c2)cc1	12%
42	Cc1ccc(CNc2ncnc3c2c(-c2ccccc2)cn3-c2ccccc2)cc1	36%

# The list is partial; rates above refer to the full screens.
